Source: PubChem (several laboratories)
hERG rescue: hERG (human) protection from proarrhythmic block; Q12809; CHO-hERG, FluxOR thallium flux, dofetilide IC70 present; activation (rescue from dofetilide block), less the hit threshold, % at 10 µM; 0.51% of 310,000 active; AID 1511;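 active = activation above the mean of controls blocked by dofetilide plus 5 SD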;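 also: thallium influx through hERG after potassium depolarization seen as dye fluorescence rise; in these data hits start at about 4.7%; inactives centre near -7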
TRPC4 act: TRPC4 (mouse) channel activation | 0.49% of 310,000 active | Q9QUQ5 | B-score at 10 µM | HEK293 TRPC4beta/mu-opioid, Fluo4 calcium fluorescence; active compounds read high | AID 2237;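 active = B-score above 5 SD of library B-scores, and initial fluorescence ratio not above library mean plus 5 SD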;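 also: positive B-score marks a calcium rise read as TRPC4 activation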
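system = HEK293 cells stably co-expressing mouse TRPC4beta and mu-opioid receptor | schedule = Fluo4 dye loading 45 min at room temperature, 110 s recording | measure = B-scored integrated calcium fluorescence ratio | signal = Fluo4 calcium-sensitive dye fluorescence, kinetic, 1 Hz baseline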
KCNQ1 block: human KCNQ1 channel inhibition. P51787. CHO-K1 KCNQ1, FluxOR thallium flux fluorescence; active compounds read high. B-score at 10 µM. 1.3% of 310,000 active. AID 2642;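 active = compounds whose thallium flux B-score, printed positive for inhibition, exceeds three library SD while starting fluorescence stays within three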;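 also: channel opened by potassium depolarization with thallium stimulus after 20 min compound exposure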
ANO1 activ: mouse TMEM16A channel activation, primary screen | Q8BHY3 | HEK293 TMEM16A/YFP-H148Q/I152L, iodide quench fluorescence; active compounds read low | B-score at 10 µM | 0.3% of 340,000 active | AID 623877;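 active = fluorescence-ratio B-score plate-corrected deviation score at least 3 library SD below zero, with starting fluorescence score within 5 deviations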;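 also: channel opened by trigger with iodide after compound preincubation; score built on the fluorescence ratio of max minus min over baseline; more negative score means more quench and so TMEM16A activation or potentiation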
Target sequence (Q8BHY3 whole entry, looked up): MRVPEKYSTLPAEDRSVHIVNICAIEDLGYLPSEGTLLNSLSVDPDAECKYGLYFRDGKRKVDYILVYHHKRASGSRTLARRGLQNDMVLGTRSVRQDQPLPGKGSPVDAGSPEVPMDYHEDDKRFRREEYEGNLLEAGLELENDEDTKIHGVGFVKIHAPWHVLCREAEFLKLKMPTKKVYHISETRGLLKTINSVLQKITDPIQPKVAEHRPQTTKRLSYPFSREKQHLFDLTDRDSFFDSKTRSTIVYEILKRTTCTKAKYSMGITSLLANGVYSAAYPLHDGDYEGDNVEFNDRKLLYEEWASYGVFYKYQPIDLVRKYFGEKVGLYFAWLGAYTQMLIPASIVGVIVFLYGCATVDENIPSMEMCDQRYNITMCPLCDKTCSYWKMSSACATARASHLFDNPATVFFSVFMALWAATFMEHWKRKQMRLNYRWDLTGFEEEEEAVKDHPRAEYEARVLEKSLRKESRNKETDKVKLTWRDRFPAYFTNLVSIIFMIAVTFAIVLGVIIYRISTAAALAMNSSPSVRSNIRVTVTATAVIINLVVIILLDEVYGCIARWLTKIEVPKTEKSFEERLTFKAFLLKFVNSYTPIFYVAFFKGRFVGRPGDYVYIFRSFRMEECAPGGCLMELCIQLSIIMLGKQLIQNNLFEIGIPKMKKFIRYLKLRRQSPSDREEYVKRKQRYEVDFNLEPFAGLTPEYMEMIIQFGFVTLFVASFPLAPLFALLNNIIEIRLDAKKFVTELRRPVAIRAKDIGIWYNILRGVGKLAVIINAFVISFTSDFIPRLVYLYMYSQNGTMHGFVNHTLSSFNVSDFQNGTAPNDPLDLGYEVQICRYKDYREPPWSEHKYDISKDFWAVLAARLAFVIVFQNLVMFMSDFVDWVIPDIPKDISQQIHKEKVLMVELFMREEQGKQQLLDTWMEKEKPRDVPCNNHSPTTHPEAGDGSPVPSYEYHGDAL
KCNK9 inh: inhibitors of human KCNK9 two-pore domain potassium channel. HEK293 KCNK9, FluxOR thallium flux fluorescence; active compounds read low. 1.2% of 310,000 active. B-score at 10 µM. Q9NPC2;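 active = ratio B-score over 3 SD below the library mean, with starting fluorescence within 5 SD of its mean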;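 also: negative B-score means less thallium flux so channel inhibition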
KCNK3 block: human KCNK3 channel inhibition, primary screen; O14649; CHO-KCNK3 thallium flux, FluxOR fluorescence; active compounds read low; B-score at 10 µM; 0.84% of 340,000 active; AID 602410;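 active = B-score under library mean minus 4 SD, starting fluorescence ratio at most library mean plus 5 SD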;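 also: more negative B-score means stronger inhibition of thallium flux through KCNK3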
TRPC4 potent: TRPC4 (mouse) allosteric potentiation. B-score at 10 µM. HEK293 TRPC4beta/mu-opioid, DAMGO EC20, Fluo-4 Ca2+ flux; active compounds read high. Q9QUQ5. 0.42% of 310,000 active;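 active = B-score of calcium response area above 5 SD of library B-scores, with initial fluorescence ratio within 5 SD of library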;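 also: B-score of integrated fluorescence ratio over time as area under calcium response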
TMEM16A inh: blocks the mouse calcium-activated chloride channel TMEM16A; HEK293 TMEM16A/YFP iodide influx fluorescence, ionomycin; normalized B-score (activity score, 25-100; higher = stronger inhibition) at 10 µM; 1.2% of 310,000 active;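 active = ratio plate-corrected score three or more library SD toward inhibition, starting fluorescence score within five deviations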;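 also: score derived from kinetic fluorescence span divided by baseline fluorescence per well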
HDAC3 inhib: blocks human histone deacetylase 3. O15379. recombinant HDAC3, fluorogenic peptide/trypsin coupled, fluorescence. inhibition, % at 8.3 µM. 0.15% of 320,000 active; in the data active = inhibition above about 26%, passing the limit was not always enough
DYRK1A inh: inhibitors of rat Dyrk1A kinase; Q63470; ADP-Glo luminescence, NFATc1 peptide; inhibition, % at 12.5 µM; 0.43% of 310,000 active; in the data active = inhibition above about 50%;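 also: plate controls were vehicle with enzyme for no effect and no enzyme for full effect; many of its hits are not listed in these tables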
KCNQ1 pot: potentiators or activators of human KCNQ1 potassium channel | 0.35% of 310,000 active | AID 2648 | CHO-K1 KCNQ1, thallium flux FluxOR fluorescence; active compounds read high | P51787 | B-score at 10 µM;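 active = fluorescence ratio B-score, a plate-corrected score, at least three library SD, with initial intensity B-score within 5 SD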
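Test system: CHO-K1 cells stably expressing KCNQ1 / Medium: assay buffer / Also added: depolarizing K+/Tl+ stimulus, K2SO4 and Tl2SO4 each 12.5 mM in 5x stock / Incubation: 90 min dye loading and 20 min compound exposure, both at room temperature / Signal: thallium influx via FluxOR fluorescence, kinetic imaging / Evaluation: B score of baseline-normalized fluorescence ratio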
Numbers without * were called inactive; i = inactive; . = no result given.

SMILES | hERG rescue | TRPC4 act | KCNQ1 block | ANO1 activ | KCNK9 inh | KCNK3 block | TRPC4 potent | TMEM16A inh | HDAC3 inhib | DYRK1A inh | KCNQ1 pot
CN(C(=O)CSc1nnc(-c2ccc(Cl)cc2)n1CC1CCCO1)C1CCS(=O)(=O)C1 (stereo not given) | -2.2 | i | i | i | i | i | i | i | -2.1 | -1.6 | i
CCOC(=O)c1cccc(NC(=O)CNS(=O)(=O)c2cccs2)c1 | -13.2 | i | i | i | i | i | i | i | 4.1 | 28.3 | i
CC1CCCN(CCC(=O)Nc2ccc(Br)cc2)C1 (stereo not given) | -4.1 | i | i | i | i | i | i | i | . | 1.7 | i
CC1(C)C(=O)Nc2ccccc2N1C(=O)CN1C(=O)NC(CCc2ccccc2)C1=O (stereo not given) | -6.3 | i | i | i | i | i | i | i | -3.2 | 23.7 | i
CC(=O)Nc1ccc(NC(=O)COc2ccc(-c3ccccc3)cc2)cc1 | -6.9 | i | i | i | i | i | i | i | -0.1 | -1.6 | i
CC1C2NC(=O)N(Cc3ccccc3)C1(C)Oc1ccccc12 (stereo not given) | -6.3 | i | i | i | i | i | i | i | -7.1 | 9.9 | i
CCOC(=O)c1cc2c(=O)n3ccccc3nc2n(Cc2ccco2)c1=NC(=O)c1ccc(OC)cc1OC | -6.0 | i | i | i | i | i | i | i | -76.0 | . | i
CSc1ccc(Cl)c(C(=O)Nc2nccs2)c1 | -6.9 | i | i | i | i | i | i | i | -5.8 | -2.8 | i
COc1ccc(/C=N/n2c(=O)[nH]c3c([nH]c4ccc(Cl)cc43)c2=O)cc1CN1CCCCC1 | -6.2 | i | i | i | i | i | i | i | . | -9.4 | i
O=C(NC1CCCC1)C1CCCN(S(=O)(=O)c2ccc(F)cc2)C1 (stereo not given) | -2.7 | i | i | i | i | i | i | i | -5.3 | -4.7 | i
CC(OC(=O)c1snc(C(=O)NC2CCCCC2)c1N)C(=O)NC(C)(C)C (stereo not given) | 1.1 | i | i | i | i | i | i | i | -7.9 | 1.9 | i
CCN(CC)c1ccc(C2C(C(=O)OC)=C(C)NC(C)=C2C(=O)OC)cc1 | -10.0 | i | i | i | i | i | i | i | 2.0 | -0.7 | i
CC(C)CN(C(=O)Cn1c(=O)cnc2ccccc21)C1CCS(=O)(=O)C1 (stereo not given) | -9.1 | i | i | i | i | i | i | i | -5.1 | 3.1 | i
CCOC(=O)/C=C1\Nc2ccccc2OC1=O | -8.8 | i | i | i | i | i | i | i | -6.6 | -4.4 | i
Cn1c(=O)c2c(SCC(=O)N3CCOCC3)nc(-c3ccccc3F)nc2n(C)c1=O | -13.9 | i | i | i | i | i | i | i | 2.4 | 1.9 | i
CCOP(=O)(c1ccccc1)c1nc(-c2ccccc2C)oc1N1CCCCC1 (stereo not given) | -16.6 | i | i | . | i | . | 11* | i | 7.6 | . | i
O=S(=O)(c1ccccc1)c1nc(NC2CC2)sc1Cl | -3.4 | i | i | i | i | i | i | i | -4.9 | . | i
CC(CCCCC(=O)Nc1ccc(C(F)(F)F)cc1)NCCc1cnc[nH]1 (stereo not given) | -9.0 | i | i | . | i | . | i | i | 0.0 | . | i
O=C1CC(NCC2CCCO2)C(=O)N1c1ccc(F)cc1 (stereo not given) | -3.0 | i | i | i | i | i | i | i | 1.4 | 1.9 | i
FC(F)(F)c1ccc(/C=N/N2CCN(Cc3ccccc3)CC2)cc1 | -5.8 | i | i | i | i | i | i | i | 5.7 | 0.1 | i
CN(CC(=O)NCCc1ccc(F)cc1)Cc1cccs1 | -14.9 | i | i | i | i | i | i | i | 3.5 | . | i
CC(=O)c1ccc(OCC(O)CN2CCN(S(=O)(=O)c3c(C)c(C)cc(C)c3C)CC2)cc1 (stereo not given) | -6.6 | i | i | i | i | i | i | i | 2.4 | -5.2 | i
COc1ccc(N2CCN(S(=O)(=O)CCNC(=O)c3ccc4c(c3)OCO4)CC2)cc1 | -13.1 | i | i | i | i | i | i | i | -6.6 | 3.0 | i
CC(C)C(C(=O)Nc1ccc(S(N)(=O)=O)cc1)N1C(=O)c2ccccc2C1=O (stereo not given) | -7.4 | i | i | i | i | i | i | i | 0.7 | -7.5 | i
O=C(N/N=C/c1ccc(O)c(O)c1)C1c2ccccc2Oc2ccccc21 | -16.4 | i | i | i | i | i | i | i | 0.8 | 4.4 | i
CCOC(=O)C1=C(C)Nc2ccccc2S1 | -3.5 | i | i | i | i | i | i | i | 2.5 | -0.8 | i
Cc1ccc(C(=O)Nc2nnc(COc3ccccc3)s2)cc1 | -17.6 | i | i | i | i | i | i | i | -3.6 | -7.8 | i
Cc1cccc(C(=O)NC(=S)NNC(=O)Cc2ccccc2)c1 | -11.6 | 219* | i | i | i | i | i | i | 5.6 | -1.2 | i
COc1ccc(-c2oc3ncnc(NCCCO)c3c2-c2ccc(OC)cc2)cc1 | -18.7 | i | i | i | i | i | i | i | -9.5 | 25.4 | i
CCCn1c(CCC(=O)O)ccc1-c1ccc(OC)cc1 | -1.0 | i | i | i | i | i | i | i | -4.2 | 0.0 | i
CC(C)=NNC1=NC(C)(C)Cc2ccccc21 | -10.4 | i | i | i | i | i | i | i | 0.1 | -7.3 | i
O=C(NCc1ccco1)/C(=C/c1cccc(C(F)(F)F)c1)c1nc2ccccc2[nH]1 | -0.8 | i | i | i | i | i | i | i | 0.3 | -3.1 | i
NC(=O)CN1C(=O)C2C3c4ccccc4C(c4ccccc43)C2C1=O (stereo not given) | -2.2 | i | i | i | i | i | i | i | -6.4 | -1.8 | i
CC1=CC(C)(C)Nc2ccc(OC(=O)C(Cc3ccccc3)N3C(=O)c4ccccc4C3=O)cc21 (stereo not given) | -9.1 | i | i | i | i | i | i | i | 0.0 | -3.2 | i
O=C(Oc1c(CN2CCOCC2)cc(Cl)c2cccnc12)c1ccccc1Br | -8.9 | i | i | i | i | i | i | i | . | -4.0 | i
CC1CCCCN1Cc1c(O)ccc2c(=O)c(-c3ccc(Cl)cc3)coc12 (stereo not given) | -6.7 | i | i | i | i | i | i | i | -17.7 | -3.3 | i
O=C(CSc1nc2[nH]ncc2c(=O)[nH]1)NCCc1ccccc1 | -13.1 | i | i | i | i | i | i | i | -3.0 | -0.5 | i
N#Cc1cccc(N=Cc2c(O)ccc3ccccc23)c1 | -1.8 | i | i | i | i | i | i | i | -2.1 | -5.0 | i
O=C1CC(c2ccccc2)CC(O)=C1C=Nc1ccccc1O (stereo not given) | -13.6 | i | i | i | i | i | i | i | -3.1 | -4.9 | i
Cc1ccc(C(=O)OCC(=O)c2ccccc2)cc1 | -0.2 | i | i | i | i | i | i | i | 6.8 | 1.4 | i
CCn1c(SCC(=O)c2ccc(C)cc2)nnc1-c1ccoc1C | -5.7 | i | i | i | i | i | i | i | 0.3 | -1.0 | i
CCn1cnc2sc(C(=O)Oc3ccc(Br)cc3)c(C)c2c1=O | -8.7 | i | i | i | i | i | i | i | 3.6 | -0.4 | i
O=C(NCc1ccccc1Cl)C1CCC(=O)N(CC2CCCCC2)C1 (stereo not given) | -11.4 | i | i | i | i | i | i | i | -0.9 | 3.5 | i
CC1CCCC(NC(=O)COC(=O)/C=C/c2ccc3c(c2)OCO3)C1C (stereo not given) | -1.2 | i | i | i | i | i | i | i | 1.4 | 1.6 | i
Cc1ccc(C)c(NS(=O)(=O)c2ccc(-c3coc(C)n3)cc2)c1 | -1.9 | i | i | i | i | i | i | i | -1.1 | 3.5 | i
O=C(O)C1CCCCC1C(=O)Nc1ccc(S(=O)(=O)N2CCCCCC2)cc1 (stereo not given) | -6.6 | i | i | i | i | i | i | i | 2.0 | 1.4 | i
CCC1CCC/C1=N\NC(=O)c1ccccc1Cl (stereo not given) | -6.1 | i | i | i | i | i | i | i | 1.9 | . | i
O=C(N/N=C1\CCCc2ccccc21)c1ccccc1[N+](=O)[O-] | -4.3 | i | i | i | i | i | i | i | 11.7 | -3.0 | i
CCSc1n[nH]c(=S)s1 | -4.6 | i | i | i | i | i | i | i | 5.9 | 0.2 | i
CC(=O)CCc1ccc(OCCCCN2CCC(Cc3ccccc3)CC2)cc1 | -20.4 | i | i | i | i | i | i | i | -6.5 | -6.4 | i
Further structures follow:
SMILES | hERG rescue | TRPC4 act | KCNQ1 block | ANO1 activ | KCNK9 inh | KCNK3 block | TRPC4 potent | TMEM16A inh | HDAC3 inhib | DYRK1A inh | KCNQ1 pot
COc1ccc(NC(=S)N(CCC(C)C)C2CCN(C(C)C)CC2)cc1 | -0.2 | i | i | i | i | i | i | i | -0.1 | -2.3 | i
COc1cccc(OCc2nnc(SCC(=O)N3c4ccccc4Sc4ccc(Cl)cc43)o2)c1 | -4.9 | i | i | i | i | i | i | i | 5.4 | 1.1 | i
COc1ccc(NC(=O)c2cccc(N3C(=O)C4C5C=CC(C5)C4C3=O)c2)cc1Cl (stereo not given) | -7.8 | i | i | i | i | i | i | i | 1.1 | 6.0 | i
S=C(Nc1ccc(Cl)cc1Cl)N1CCCC1 | -6.6 | i | i | i | i | i | i | i | . | 0.4 | i
CC1=C(C#N)C(c2ccccc2)C2=C(N1)c1ccccc1C2=O (stereo not given) | -5.1 | i | i | i | i | i | i | i | -2.6 | 0.7 | i
COC(C(=O)Nc1ccnn1C1CCN(C(=O)c2ccc(C=O)cc2)CC1)c1ccccc1 (stereo not given) | -3.0 | i | i | i | i | i | i | i | -0.6 | -2.2 | i
COc1ccc(CCN2CC(C(=O)NCC(=O)Nc3ccc(F)c(F)c3)CC2=O)cc1OC (stereo not given) | -14.9 | i | i | i | i | i | i | i | 1.5 | 8.6 | i
O=C(CCN1C(=O)C2CC=CCC2C1=O)N1CCN(c2ccccn2)CC1 (stereo not given) | -5.3 | i | i | i | i | i | i | i | -4.3 | -5.5 | i
CCc1ccc(Nc2n[n+](-c3ccccc3)c(-c3cc(OC)c(OC)cc3Br)s2)cc1 | -42.1 | i | i | i | i | i | i | i | -12.3 | 2.3 | i
COc1ccc(CN2CCN(CCCc3ccccc3)C(CCO)C2)c(O)c1 (stereo not given) | -5.5 | i | i | i | i | i | i | i | -3.9 | -3.4 | i
Cc1nc(-c2ccc(Cl)cc2)sc1C1(C)CC(c2cccc([N+](=O)[O-])c2)=NO1 (stereo not given) | -4.2 | i | i | i | i | i | i | i | 1.6 | -5.6 | i
Cc1ccc(-n2c(=O)[nH]c3cc(C(=O)NC4CCN(Cc5ccccc5)CC4)ccc3c2=O)cc1 | -6.2 | i | i | i | i | i | i | i | 6.1 | 3.6 | i

This is a subset. The share of hits here may be higher or lower than overall.
